# PI5P4K alpha inh = inhibitors of human PI5P4K alpha. PI5P4Kalpha enzyme, ADP-Glo luminescence, 60 min; hits give low values. P48426. actives 1.2% (n = 330,000). max response, %. AID 652105; active = max response of -50% or lower; inconclusive = between -30% and -50%; inactive = -30% or higher; note: value at the top dose of about 77 µM; % is set by controls: 0 for no effect and ±100 for the full control effect
# Target sequence (P48426 whole entry, looked up): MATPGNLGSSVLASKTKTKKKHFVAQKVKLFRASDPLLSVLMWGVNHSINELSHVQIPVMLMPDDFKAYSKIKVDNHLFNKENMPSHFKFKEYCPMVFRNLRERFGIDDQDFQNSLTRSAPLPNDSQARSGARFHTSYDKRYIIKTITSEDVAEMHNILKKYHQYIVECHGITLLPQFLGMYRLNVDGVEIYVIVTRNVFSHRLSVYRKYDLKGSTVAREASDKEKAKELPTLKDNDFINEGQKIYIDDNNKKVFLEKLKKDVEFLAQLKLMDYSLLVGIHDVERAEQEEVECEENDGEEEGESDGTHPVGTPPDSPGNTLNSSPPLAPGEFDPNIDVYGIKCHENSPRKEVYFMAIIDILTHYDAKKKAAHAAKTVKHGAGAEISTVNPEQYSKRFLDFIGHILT
#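 Reactions run in 0.038 M HEPES pH 7.4, 0.28 mM EGTA, 0.1% CHAPS and 5% DMSO, with PI5P4Kalpha, substrate, compound and 5 microM ATP final, one hour at room temperature. Readout is ADP-Glo luminescence.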
# GLP1R inv ag = GLP-1 receptor (human) inverse agonism. HEK293 GLP-1R CRE-luciferase, luminescence, 24 h; GLP-1R form is constitutively active. Potency, µM (series often up to 38.3 µM), for the others: at the top dose activity change, negative = inhibition, actives largely listed as inhibitors. actives 1.6% (n = 410,000). AID 624417; note: potency is the fitted concentration of half-maximal effect; % is set by controls: 0 for no effect and ±100 for the full control effect; nearly all actives have a fitted effect of over 55% in size
#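 Inverse agonism was detected as reduced cAMP-driven luciferase luminescence after 24 h compound treatment. The cells were HEK293 clones expressing constitutively active human GLP-1R with the reporter. Reporter-only and GPR119 cell lines served as counterscreen controls.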
# EPAC1 antagonist = EPAC1 (human) antagonism; Potency, µM (highest dose often 115 µM), inactives show at the top dose activity change, negative = inhibition, actives largely listed as inhibitors; EPAC1 GEF assay, Rap1b-BODIPY-GDP exchange fluorescence; actives 0.14% (n = 360,000); O95398; AID 720709;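 note: potency is the fitted concentration of half-maximal effect; plate controls were vehicle for no effect and positive control for full effect; nearly all actives have a fitted effect of over 50% in size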
# GLP1R ag = GLP-1 receptor (human) agonism | actives 0.007% (n = 380,000) | HEK293 GLP-1R CRE-luciferase, luminescence, 4-6 h; cells express a hypersensitive GLP-1R form | P43220 | Potency, µM (doses to about 45.6 µM), for the others: at the highest dose activation, most hits filed as activators; note: potency is the fitted concentration of half-maximal effect; % of control where 0% means no effect
# IL2 activator = IL-2 activation; IL-2 activation reporter assay, cell-based qHTS; stimulated with anti-CD3/CD4/CD28 beads; in transgenic mouse T cells; AID 652025; actives 0.065% (n = 360,000); activation, % (series mostly up to about 46 µM); in the data active = activation above about 50%; inconclusive = mostly about 30% to 49%; note: 0% is about no effect
#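 Unstimulated transgenic mouse T cells, 750 per well, received compound and, after 60 minutes, anti-CD3/anti-CD4 bead plus anti-CD28 stimulation. EGFP and DsRed were quantified after 18 hours.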
# EPAC1 ag = agonists of human EPAC1; Potency, µM (highest dose often 154 µM), without a hit: at the top dose activation, actives largely listed as activators; AID 720707; O95398; EPAC1 agonist qHTS, biochemical assay; response scale: 100% = response to 6.5 mM cAMP; actives 0.073% (n = 360,000); note: potency is the fitted concentration of half-maximal effect; nearly all actives have a fitted effect of over 60% in size
#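 Fluorescent GDP-exchange assay: 100 nM EPAC1 with 250 nM Rap1B preloaded with BODIPY-GDP and 50 uM GDP; compounds tested as concentration series, 5 min at room temperature, then read every 5 min for 30 min (ex 480/em 540 nm); normalized to 6.5 mM cAMP.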
# PTHR1 agonist = PTHR1 (human) receptor agonism. Q03431. HEK293 GP2 PTHR1 cells, GloSensor cAMP luminescence, 1 h. Potency, µM (top dose mostly 115 µM), for inactives: at the highest dose activation, hits mostly activators. actives 0.075% (n = 410,000). AID 743266; note: potency is the fitted concentration of half-maximal effect; nearly all actives have a fitted effect of over 55% in size; some results filed as inactive show a strong effect at the top dose; inactives centre near -15; many of its hits are not listed in these tables
# Target sequence (Q03431 whole entry, looked up): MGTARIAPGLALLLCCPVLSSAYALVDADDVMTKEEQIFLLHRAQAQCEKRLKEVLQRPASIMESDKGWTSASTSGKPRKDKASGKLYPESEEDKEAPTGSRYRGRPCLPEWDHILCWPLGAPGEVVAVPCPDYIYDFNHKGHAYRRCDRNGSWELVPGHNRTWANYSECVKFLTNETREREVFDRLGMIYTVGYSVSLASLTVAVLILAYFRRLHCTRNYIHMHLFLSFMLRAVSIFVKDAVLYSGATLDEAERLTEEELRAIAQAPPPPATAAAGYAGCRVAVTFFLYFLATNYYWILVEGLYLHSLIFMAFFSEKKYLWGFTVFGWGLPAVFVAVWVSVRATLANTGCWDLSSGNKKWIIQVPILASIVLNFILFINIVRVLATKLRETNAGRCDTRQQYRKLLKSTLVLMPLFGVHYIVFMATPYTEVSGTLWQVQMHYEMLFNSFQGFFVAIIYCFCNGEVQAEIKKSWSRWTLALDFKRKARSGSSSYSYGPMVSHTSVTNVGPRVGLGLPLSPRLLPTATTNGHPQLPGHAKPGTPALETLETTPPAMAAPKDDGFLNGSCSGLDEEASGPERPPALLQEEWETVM
#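 HEK-293-derived GP2 cells expressing PTHR1 and a GloSensor cAMP reporter, 3,000/well, plated overnight, given luciferin plus IBMX (each 0.5 mM as added) for 1 h at 37 °C, then compound for 1 h at 37 °C. Luminescence was read after 15 min at room temperature.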
# PLK1 PBD block = blocks phosphopeptide binding to human PLK1 polo-box domain | AID 720504 | actives 2.8% (n = 360,000) | Potency, µM, for inactives: max response, negative = inhibition, most hits filed as inhibitors | Plk1 PBD binding of FITC phosphopeptide, fluorescence polarization | P53350; note: potency is the fitted concentration of half-maximal effect; series mostly up to about 57 µM; % is set by controls: 0 for no effect and ±100 for the full control effect; nearly all actives have a fitted effect of over 65% in size
# GLP1R cytotox = cytotoxicity counter-screen for GLP-1 receptor inverse agonists | HEK293 cAMP-luciferase reporter cells, luminescence, 24 h | Potency, µM (titrated, usually from 38.3 µM), for inactives: at the highest dose activity change, negative = inhibition, usual class: inhibitors | actives 0.13% (n = 410,000);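 note: loss of luciferase light is scored as toxicity; potency is the fitted concentration of half-maximal effect; % is set by controls: 0 for no effect and ±100 for the full control effect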
#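 Luminescence readout: signal drop marks cytotoxicity. Plated cells grew 12 h at 37 °C, 5% CO2, received 23 nL compound for 24 h, then got luciferase reagent, read after 12 min at RT.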
# Active calls of the source: *; i = inactive; ? = inconclusive; . = no result given; [ ] = remark or other dose. Unless noted, calls come from the whole dose curve; as a rule, active = well fitted curve in the direction sought with a large enough effect; inconclusive = small, poorly fitted or top-dose-only effect, or another doubt; inactive = no such curve, though single readings can be large; an effect the other way counts as inactive or inconclusive. An excerpt; count on the stated rates, not on these rows.
# Start of the listing, in advance:
SMILES,PI5P4K alpha inh,GLP1R inv ag,EPAC1 antagonist,GLP1R ag,IL2 activator,EPAC1 ag,PTHR1 agonist,PLK1 PBD block,GLP1R cytotox
CCNc1ccc(S(=O)(=O)N(C)C)cc1NCC(=O)Nc1ccccc1Br,2.6,-26.5%[0.307 µM],3.4%,5.5%,2.1,-0.7%,i,-11.7%,18.2%[0.307 µM]
COc1cc(OC)c(C(=O)OC(C)C(=O)Nc2cccc(C(F)(F)F)c2)cc1OC (configuration not stated),20.8,?,-7.4%,?,-1.0,4.6%,i,-8.9%,-17.9%
C=C(C)CN(CC)Cc1c(C(=O)N(C)CCCC)nc2ccccn12,1.0,-9.8%,-1.6%,6.9%,1.6,-10.1%,i,-25.9%,-4.0%
Cc1cc2c(Nc3ccccc3)ncnc2s1,-20.0,-28.6%,3.1%,-1.2%,0.0,8.2%,-26.1%,-12.2%,3.7%

# Results, previewed entries included:
SMILES,PI5P4K alpha inh,GLP1R inv ag,EPAC1 antagonist,GLP1R ag,IL2 activator,EPAC1 ag,PTHR1 agonist,PLK1 PBD block,GLP1R cytotox
CCNc1ccc(S(=O)(=O)N(C)C)cc1NCC(=O)Nc1ccccc1Br,2.6,-26.5%[0.307 µM],3.4%,5.5%,2.1,-0.7%,i,-11.7%,18.2%[0.307 µM]
COc1cc(OC)c(C(=O)OC(C)C(=O)Nc2cccc(C(F)(F)F)c2)cc1OC (configuration not stated),20.8,?,-7.4%,?,-1.0,4.6%,i,-8.9%,-17.9%
C=C(C)CN(CC)Cc1c(C(=O)N(C)CCCC)nc2ccccn12,1.0,-9.8%,-1.6%,6.9%,1.6,-10.1%,i,-25.9%,-4.0%
Cc1cc2c(Nc3ccccc3)ncnc2s1,-20.0,-28.6%,3.1%,-1.2%,0.0,8.2%,-26.1%,-12.2%,3.7%
COC(=O)c1ccc(C2/C(=C(\O)c3cccc(OC)c3)C(=O)C(=O)N2CCCN(C)C)cc1 (configuration not stated),-5.3,2.4%,1.4%,-1.7%,-0.5,7.2%,-7.4%,-10.7%,-1.4%
O=C(NC1CCCc2ccccc21)C1CCN(S(=O)(=O)c2ccccc2F)CC1 (configuration not stated),3.1,?,-9.7%,-2.3%,-0.3,-3.1%,-18.7%,-7.5%,-28.1%
Nc1c(Br)cc(Br)c(N2CCCC2=O)c1Br,-6.0,17.4%,-1.4%,17.8%,0.8,-2.9%,i,-1.9%,-10.5%
COc1cccc(O)c1CN1CCC(n2nccc2NC(=O)c2ccc3c(c2)OCO3)CC1,0.5,?,-6.9%,-1.8%,-1.0,6.6%,i,-3.0%,10.3%
O=C(COC(=O)CSc1ccc(Cl)cc1)Nc1ccccc1,6.1,22.4%,1.5%,-6.4%,1.6,3.2%,?,-15.5%,1.8%
N#Cc1ccc(-c2ccco2)nc1SCc1ccccc1,-21.1,-14.8%,-1.6%,9.2%,-0.4,1.1%,-23.1%,-3.9%,-1.2%
CC1CCCN(C(=O)CNC(=O)Cn2ccc3ccccc3c2=O)C1 (configuration not stated),0.1,-4.4%,2.5%,-3.2%,0.5,-8.3%,i,-4.3%,15.8%
Cc1ncc(CN2CCC(N3CCC(C(=O)N4CCCC4)CC3)CC2)s1,-1.3,-1.1%,5.6%,0.0%,-3.9,-11.3%,i,-0.1%,5.2%
CC(C)NCC#CCOc1ccc(Cl)cc1,-3.0,?,3.9%,-4.9%,-0.2,4.0%,i,-8.7%,7.0%
CCN(CC)S(=O)(=O)c1ccc2c(c1)nc(SCC(=O)N1CCOCC1)n2-c1ccccc1OC,-1.4,-2.0%,-4.8%,5.3%,-0.3,4.3%,-5.5%,-0.6%,-3.1%
O=C(/C=C/c1ccc(Br)o1)OCc1nc2ccsc2c(=O)[nH]1,-66.5*,0.7%,?,5.2%,0.8,7.6%,-14.8%,?,-24.7%
O=S(NCc1ccco1)C12CC3CC(CC(C3)C1)C2 (configuration not stated),.,2.6%,9.2%,-2.6%,-0.5,8.5%,i,?,-10.4%
CCN(CC)C(=O)Cn1cc(SCC(=O)NC2CCCCC2)c2ccccc21,13.7,-5.6%,2.5%,-0.4%,-0.7,4.6%,-2.6%,-8.2%,1.6%
Cc1ccc(-n2c([S-])c(C(=O)NC(C)c3ccccc3)[n+]3ccccc23)cc1 (configuration not stated),-2.1,?,21.1%,10.3%,-0.4,-2.9%,-21.6%,-19.8%,-6.8%
CCOc1ccc(NC(=O)CN(C)C(=O)C2CCN(C(=O)c3ccc(Cl)cc3)CC2)cc1OCC,-0.8,11.1%,-15.3%,-0.4%,0.6,6.9%,?,-16.6%,3.8%
C/C(=N\NC(N)=S)c1ccc(-n2ccnc2)cc1,-14.2,51.0%[activator],11.4%,6.5%,-1.1,3.5%,-1.2%,-10.2%,-44.4%
COc1ccc(C2/C=C\CN(S(=O)(=O)c3ccc(C)cc3)[C@H](Cc3ccccc3)C(=O)N2Cc2ccc(F)cc2)cc1 (some centres not stated),-3.3,?,-2.3%,-0.4%,-0.7,1.6%,-33.3%[inhibitor],-9.3%,2.6%
CCOC(=O)c1cc(NC(=O)N2CCCc3ccccc32)c(C)nc1C,7.5,3.2%,-4.4%,6.3%,0.0,-6.0%,-6.9%[57.5 µM],-8.3%,20.5%
CN(Cc1ccco1)C(=O)CN1C(=O)NC(c2ccccc2)(c2ccccc2)C1=O,?,?,-4.3%,-0.7%,-2.0,0.6%,i,-9.9%,-3.5%
Cc1ccc(NC(=O)C2CCC(C(C)(C)C)CC2)cc1S(=O)(=O)N1CCOCC1 (configuration not stated),14.6,?,-17.6%,4.8%,-0.8,-3.1%,-21.6%,1.2%,-24.2%
CCOC(=O)C(C)Sc1nnc2c3ccccc3n(C)c2n1 (configuration not stated),0.8,11.4%,-1.0%,19.0%,0.8,1.7%,-2.2%,-8.4%,-18.5%
CC(=O)c1ccc(OCC(O)COc2ccc(C(C)=O)cc2)cc1,.,12.4%,14.9%,1.0%,-2.1,-1.9%,i,-1.0%,11.8%
CC(C)CN1CCC(=O)N([C@H](COc2ccccc2)Cc2ccccc2)CC1,0.5,?,-5.4%,-0.4%,-0.5,-13.7%,-40.0%[inhibitor],-6.3%,-12.3%
CCOc1ccc(S(=O)(=O)NC(C)C)cc1C(N)=O,-3.5,17.0%,-13.0%,5.8%,-0.3,5.5%,i,-3.1%,-6.4%
CSc1ccc(Cl)c(C(=O)OCC(=O)N2CCNC2=O)c1,0.5,-11.3%,-13.6%,0.0%,-0.4,-5.1%,-0.5%,-8.0%,-10.4%
COc1ccc(Cl)cc1S(=O)(=O)N1CCCC(C(=O)NCc2ccccn2)C1 (configuration not stated),-3.2,-2.0%,-13.4%,4.5%,0.1,-2.0%,-4.8%,7.5%,-1.0%
O=C(CCc1c[nH]c2ccccc12)N1CCN(c2ccc(O)cc2)CC1,3.1,?,23.7%,0.5%,-0.3,-7.8%,i,26.7µM*,-1.5%
Cc1cc(C)nc(N(C#N)CC(=O)Nc2ccccc2)n1,2.9,9.8%,-3.9%,24.9%,-0.7,2.6%,i,-10.2%,3.1%
Oc1c(Cl)cc(Cl)cc1C=Nc1ccc(N2CCOCC2)cc1,3.2,10.9%,-1.5%,1.3%,3.3,6.7%,-19.3%,13.5%,-2.0%
COC(=O)CC(=O)CSc1nc2c(cc1C#N)CCCCC2,.,4.2%,10.3%,-1.0%,0.9,-6.8%,i,-8.8%,7.3%
Nc1c(Cl)cc(-c2csc(N3CCCC3c3nc4cc(Cl)c(N5CCCCC5)cc4n3CCCO)n2)cc1Cl (configuration not stated),-1.1,-18.4%,-6.4%,-4.3%,0.0,-2.3%,i,-16.9%,18.8%
O=c1cc[nH]c2c1ccc1cccnc12,-2.9,22.0%,5.6%,9.6%,-2.1,-12.6%,i,3.0%,?
COc1cc(-c2nc3ccccn3c2N)ccc1O,8.3,9.4%,10.5%,-3.9%,0.4,-10.3%,i,-7.9%,-13.6%
COc1ccc([C@H]2N[C@]3(CCCN(Cc4ccccc4)C3=O)[C@H]3C(=O)N(Cc4ccccc4)C(=O)[C@@H]23)cc1,-2.4,2.0%,-11.9%,-2.6%,-1.6,-3.5%,-26.4%,-13.5%,-3.3%
CCc1nc2c(OCCOc3ccc(F)cc3)cccn2c1N(C)C(=O)c1cccs1,-5.9,-16.2%,-1.6%,-4.6%,-0.3,3.2%,-15.3%,-11.5%,-6.7%
COc1ccc(C2CC2/C(=N/O)c2ccccc2)cc1 (configuration not stated),?,3.7%,-0.8%,7.7%,-0.8,7.1%,i,13.4µM*,8.8%
N#CC1=C(N)Oc2n[nH]c(-c3ccccc3)c2C1c1cccc(OC(=O)N2CCOCC2)c1 (configuration not stated),-10.4,13.7%,-11.6%,0.1%,0.9,-7.5%,-17.3%,-16.5%,-19.8%
ON=C1c2ccccc2-c2ccccc21,177.5,?,-6.5%,-0.6%,-4.7,4.0%,i,3.9%,2.5%
CNc1ccccc1C(=O)OCC(=O)c1ccc(F)cc1,2.4,1.7%,24.9%,1.7%,-4.9,3.9%,-20.7%,-11.8%,-3.3%
S=c1[nH]nc(-c2ccccc2Cl)n1CC1CCCO1 (configuration not stated),-5.5,2.4%,8.4%,-14.2%,-0.8,7.3%,i,-5.5%,-5.9%

# 3 consecutive records out of the list so far, for reference:
SMILES,PI5P4K alpha inh,GLP1R inv ag,EPAC1 antagonist,GLP1R ag,IL2 activator,EPAC1 ag,PTHR1 agonist,PLK1 PBD block,GLP1R cytotox
O=C(CCc1c[nH]c2ccccc12)N1CCN(c2ccc(O)cc2)CC1,3.1,?,23.7%,0.5%,-0.3,-7.8%,i,26.7µM*,-1.5%
Cc1cc(C)nc(N(C#N)CC(=O)Nc2ccccc2)n1,2.9,9.8%,-3.9%,24.9%,-0.7,2.6%,i,-10.2%,3.1%
Oc1c(Cl)cc(Cl)cc1C=Nc1ccc(N2CCOCC2)cc1,3.2,10.9%,-1.5%,1.3%,3.3,6.7%,-19.3%,13.5%,-2.0%

# High-throughput results as filed in PubChem.
